High-throughput results (PubChem)
RGS4 inhibitor = blocks human RGS4-accelerated GTP hydrolysis; Potency, µM (doses to about 114 µM), for inactives: at the highest dose activity change, negative = inhibition, hits mostly inhibitors; Transcreener GDP fluorescence polarization, RGS4-accelerated GTP hydrolysis; 0.039% of 390,000 active; AID 504845; P49798; note: % is set by controls: 0 for no effect and ±100 for the full control effect; nearly all actives have a fitted effect of over 75% in size; some results filed as inactive show a strong effect at the top dose
Target sequence (P49798 whole entry, looked up): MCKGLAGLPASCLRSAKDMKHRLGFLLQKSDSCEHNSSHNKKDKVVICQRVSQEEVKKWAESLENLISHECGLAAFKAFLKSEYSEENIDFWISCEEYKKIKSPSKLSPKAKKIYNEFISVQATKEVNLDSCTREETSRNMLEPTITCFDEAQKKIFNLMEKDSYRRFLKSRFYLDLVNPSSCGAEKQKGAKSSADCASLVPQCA
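MLSMR compounds (23 nl, pin-transferred) preincubated 10 min at room temperature with a 500nM (2x) first reagent, then RGS4 at 900nM (2x) plus Transcreener GDP mix added; fluorescence polarization (620/688 nm) read before and after 90 min at 30 °C.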
USP1 inh = inhibitors of human USP1/UAF1 deubiquitinase. Potency, µM (top dose mostly 57.1 µM), for inactives: top-dose activity change, negative = inhibition, actives largely listed as inhibitors. O94782. 0.23% of 390,000 active. recombinant USP1/UAF1, Ub-Rhodamine cleavage fluorescence; note: % is set by controls: 0 for no effect and ±100 for the full control effect; nearly all actives have a fitted effect of over 60% in size; inactives centre near -12
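Step one: compound is pinned into 1nM USP1/UAF1 in HEPES pH 7.8 buffer with TCEP. Step two: 15 min room-temperature incubation. Step three: Ub-Rho (150nM final) starts cleavage, tracked by fluorescence over six one-minute reads.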
12-LOX inh = inhibitors of human 12S-lipoxygenase ALOX12. P18054. purified 12hLO, xylenol orange hydroperoxide absorbance. Potency, µM (series often up to 108 µM), for the others: at the top dose activity change, negative = inhibition, most hits filed as inhibitors. 1.1% of 580,000 active. AID 1671190; note: % is set by controls: 0 for no effect and ±100 for the full control effect
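Purified human 12hLO at 150 nM in 25 mM Hepes, 0.01% Triton X-100, pH 7.0, preincubated 15 min at room temperature with compound. Reaction started with 40 uM arachidonic acid, 30 min at room temperature. Hydroperoxide measured by Fe-xylenol orange, 573/405 nm absorbance ratio.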
IDH1 R132H inh = inhibitors of human mutant IDH1 R132H; IDH1-R132H enzyme, NADPH consumption, diaphorase/resazurin fluorescence; Potency, µM (highest dose often 76.6 µM), for inactives: at the highest dose activity change, negative = inhibition, most hits filed as inhibitors; 0.093% of 390,000 active; note: % is set by controls: 0 for no effect and ±100 for the full control effect; nearly all actives have a fitted effect of over 65% in size
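IDH1-R132H (0.5 ug/mL dispensed) in pH 7.5 Tris buffer was preincubated 30 min with compound, then given a substrate mix of 0.016 mM NADPH and 2 mM alpha-KG for 80 min at room temperature; remaining NADPH was read by diaphorase/resazurin fluorescence.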
TrxR1 substrate = is turned over as a substrate by rat TrxR1. O89049. Potency, µM (titrated, usually from 114 µM), for inactives: at the top dose activity change, negative = substrate turnover. purified TrxR1 substrate turnover, NADPH consumption readout. 0.01% of 390,000 active. AID 588456; note: % is set by controls: 0 for no effect and ±100 for the full control effect; nearly all actives have a fitted effect of over 50% in size
Target sequence (O89049 whole entry, looked up): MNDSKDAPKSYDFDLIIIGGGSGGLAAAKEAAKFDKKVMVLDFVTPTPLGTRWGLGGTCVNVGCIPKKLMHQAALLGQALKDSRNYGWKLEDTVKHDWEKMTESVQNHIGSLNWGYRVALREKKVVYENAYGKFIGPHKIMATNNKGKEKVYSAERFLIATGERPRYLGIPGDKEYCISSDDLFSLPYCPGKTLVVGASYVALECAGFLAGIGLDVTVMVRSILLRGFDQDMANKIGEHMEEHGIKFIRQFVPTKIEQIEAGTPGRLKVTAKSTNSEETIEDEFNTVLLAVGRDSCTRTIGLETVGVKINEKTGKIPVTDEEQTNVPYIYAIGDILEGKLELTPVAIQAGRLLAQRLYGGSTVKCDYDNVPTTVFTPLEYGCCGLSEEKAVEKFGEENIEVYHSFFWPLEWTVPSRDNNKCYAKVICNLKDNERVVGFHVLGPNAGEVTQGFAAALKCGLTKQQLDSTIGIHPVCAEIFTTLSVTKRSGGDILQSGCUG
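Rat TrxR1, dispensed at 90 nM, was prereduced with 400 uM NADPH (final) for 5 min at ~22 deg C, then incubated with compound 15 min before 400 uM selenite. A first-read NADPH fluorescence drop versus no-compound background flagged substrates.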
Vif-APOBEC3F blk = Vif-A3F binding inhibition; HeLa A3F-eYFP + Vif (tagged APOBEC3F with the HIV-1 protein that degrades it), YFP fluorescence increase; Potency, µM (highest dose often 46.1 µM), for the others: at the highest dose activity, negative = active; 0.2% of 390,000 active; AID 602313; note: % of control where 0% means no effect; nearly all actives have a fitted effect of over 65% in size
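HeLa cells stably expressing Vif plus C-terminally eYFP-tagged A3F were seeded, incubated overnight at 37 deg C, dosed with compound, incubated overnight again at 37 deg C. Yellow fluorescence (Ex 488/Em 500-530) reported blocked Vif-mediated A3F-eYFP degradation.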
Vif-A3G inh = inhibitors of Vif-APOBEC3G interaction. Q9HC16. HeLa A3G-eYFP + Vif (tagged APOBEC3G with the HIV-1 protein that degrades it), YFP fluorescence, overnight. Potency, µM (series often up to 46.1 µM), for inactives: at the top dose activity, negative = active, most hits filed as inhibitors. 0.076% of 410,000 active. AID 602310;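 note: % is set by controls: 0 for no effect and ±100 for the full control effect; nearly all actives have a fitted effect of over 60% in size; hits raise eYFP signal because A3G escapes Vif-driven loss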
Target sequence (Q9HC16 whole entry, looked up): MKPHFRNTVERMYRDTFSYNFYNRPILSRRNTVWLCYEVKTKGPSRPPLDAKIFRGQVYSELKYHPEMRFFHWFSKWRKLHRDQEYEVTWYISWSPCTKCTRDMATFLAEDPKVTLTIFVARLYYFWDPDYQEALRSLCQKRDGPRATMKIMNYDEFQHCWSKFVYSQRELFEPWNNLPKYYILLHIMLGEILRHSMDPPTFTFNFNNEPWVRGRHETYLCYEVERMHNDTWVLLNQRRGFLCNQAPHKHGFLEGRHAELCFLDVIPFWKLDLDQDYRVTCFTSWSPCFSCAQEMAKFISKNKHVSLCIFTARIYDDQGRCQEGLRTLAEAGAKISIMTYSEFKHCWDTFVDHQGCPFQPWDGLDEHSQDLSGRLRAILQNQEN
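HeLa cells stably expressing Vif and C-terminally eYFP-tagged A3G, seeded overnight at 37 deg C, then exposed to compound by pintool overnight at 37 deg C. Rise in yellow fluorescence (Ex 488/Em 500-530, Acumen) marks blocked Vif-driven A3G degradation.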
RXFP1 agonist = agonists of human relaxin receptor RXFP1 | Q9HBX9 | HEK293T-RXFP1 cAMP TR-FRET, 30 min; response scale: percent of porcine relaxin response, buffer zero | Potency, µM (top dose mostly 57.5 µM), for the others: at the highest dose activation, actives largely listed as activators | 0.3% of 370,000 active | AID 2676; note: % is set by controls: 0 for no effect and ±100 for the full control effect; nearly all actives have a fitted effect of over 60% in size; many of its hits are not listed in these tables
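HEK293T cells stably expressing RXFP1 were pretreated with the PDE4 inhibitor Ro 20174, exposed to compounds for 30 min at 37C, lysed, and cAMP was read by TR-FRET. Data normalized to buffer (basal) and 29 nM porcine relaxin (100%).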
rTrxR1 inhibitor = blocks rat thioredoxin reductase 1; O89049; recombinant rTrxR1, NADPH fluorescence consumption, selenite substrate; Potency, µM (top dose mostly 114 µM), without a hit: top-dose activity change, negative = inhibition, most hits filed as inhibitors; 1% of 390,000 active; note: % is set by controls: 0 for no effect and ±100 for the full control effect; nearly all actives have a fitted effect of over 65% in size
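Rat TrxR1 (90 nM in the dispensed reagent) was pre-reduced with 400 uM NADPH for 5 min at room temperature, then incubated with compound for 15 min. After 400 uM selenite was added, NADPH fluorescence (Ex 340/Em 450 nm) was followed for 8 min.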
* hit, by the source's call; ? = inconclusive; . = not tested or not shown; [ ] = dose if it differs, or a comment. Calls come from the whole dose curve; as a rule, active = well fitted curve in the direction sought with a large enough effect; inconclusive = small, poorly fitted or top-dose-only effect, or another doubt; inactive = no such curve, though single readings can be large; an effect the other way counts as inactive or inconclusive. Potency is the fitted concentration of half-maximal effect. These rows are one share of the data; count on the stated rates, not on these rows.

SMILES | RGS4 inhibitor | USP1 inh | 12-LOX inh | IDH1 R132H inh | TrxR1 substrate | Vif-APOBEC3F blk | Vif-A3G inh | RXFP1 agonist | rTrxR1 inhibitor
Cc1ccc2[nH]c(=O)cc(C(=O)OCC(=O)c3ccccc3)c2c1 | -7.7% | -6.7% | -2.3% | 2.8% | -11.5% | -12.4% | -0.7% | -1.5% | -13.2%
c1ccc(-c2cnc(CN3CCN(c4ccccc4)CC3)o2)cc1 | -0.5% | -33.0% | -5.6% | 4.6% | -0.8% | 0.6% | -2.1% | 4.5% | 0.1%
COc1cccc(-c2nc(=S)c3c(o2)CCCC3)c1 | -19.1% | -25.0% | 0.0% | 10.4% | -4.2% | -0.1% | -0.3% | 1.4% | -24.9%
O=C(COc1cnc2ccccc2n1)NCCC1=CCCCC1 | 6.2% | -17.5% | 42.6%[activator] | 0.8% | -7.6% | 7.7% | 0.9% | 4.5% | -17.7%
COc1ccc(N=Cc2nc(-c3ccco3)oc2O)cc1 | 16.1% | -17.4% | ? | 1.6% | -16.0% | -2.5% | -0.2% | -1.2% | -21.0%
COc1ccc(NC(=O)/C(C#N)=C/c2ccc(Sc3nncn3C)c([N+](=O)[O-])c2)cc1 | ? | -20.7% | -22.8% | 6.2% | 6.5% | 8.5% | -22.5% | 2.2% | 50.1µM*
CC(C)(C)C1=Nn2c(nnc2-c2n[nH]c3c2CCC3)SC1 | ? | -1.8% | ? | 10.7% | 12.3% | . | 0.6% | -0.9% | -5.3%
Cc1ccc(S(=O)(=O)N2CCC(C(=O)NNC(=O)C3CC3)CC2)cc1Cl | 0.0% | -10.5% | 7.2% | -0.5% | 8.6%[57.1 µM] | 2.4% | -0.5% | 0.1% | 15.4%
CC(NCC(c1ccco1)N1CCCCC1)C(=O)NC1CCCC1 (stereo not drawn) | 23.2% | -25.5% | -9.1% | -5.8% | 4.6% | 3.6% | -3.3% | 0.1% | 2.9%
Cc1ccc(S(=O)(=O)NCCC(=O)N(C)Cc2cccs2)cc1 | -2.7% | -8.1% | 7.4% | 0.8% | -5.5% | 1.9% | 0.4% | -1.3% | 10.9%
CCc1cccc(NC(=O)CCS(=O)(=O)c2ccc3nc(C)sc3c2)c1 | 12.5% | -3.4% | ? | -2.0% | 1.1% | -3.3% | -0.6% | 0.3% | 20.5%
O=C(c1ccc(-c2ccccc2Cl)s1)N1CCOCC1 | -5.1% | -22.6% | -10.8% | 11.9% | 5.5% | 5.5% | -0.2% | . | 27.2%
CCCCNC(=S)Nc1ccc(OC)nc1 | -8.2% | -15.9% | 0.0% | 17.8% | 7.3% | 1.1% | -0.7% | 1.3% | 1.7%
Cc1ccc(-c2csc3nc4cc(C(N)=O)ccc4c(=O)n23)cc1 | ? | -5.7% | 17.8µM* | 7.4% | 23.3% | -2.8% | -5.3% | 13.4% | 12.7%
Cc1c(-c2ccco2)[n+](=O)c2c(n1[O-])CCCCC2 | -6.3% | 2.4% | -29.1% | 0.0% | -11.2% | -11.1% | 3.0% | 0.4% | -18.5%
CCOC(=O)c1c(C)[nH]c(C)c1S(=O)(=O)N1CCC(C(=O)NCc2ccc(OC)cc2)CC1 | 13.9% | -4.1% | -19.0% | 42.8%[activator] | -4.5%[57.1 µM] | 1.4% | 0.5% | -1.6% | 19.3%[57.1 µM]
O=C1CCCc2c1[nH]c1ccc(CN3CCCCC3)cc21 | -32.9% | -1.2% | ? | 0.0% | 35.9%[activator] | -14.2% | 4.8% | 1.1% | 6.9%
O=C(NCc1ccc(N2CCCC2=O)cc1)C1CCC(=O)N(Cc2ccccc2F)C1 (stereo not drawn) | -5.5% | -13.4% | 129.6%[activator] | 4.1% | -6.5% | 2.3% | -2.3% | 0.7% | -4.6%
Cc1nn(-c2ccc(Cl)cc2Cl)c(=O)c2ccccc12 | 10.2% | -28.3% | -15.4% | 9.2% | 9.0% | -6.9% | -0.8% | 0.3% | 19.6%
NC(=O)CNC(=O)[C@@H]1CC2(CC(c3ccc(Cl)cc3)=NO2)CN1C(=O)c1ccc(Br)cc1 (stereo partly drawn) | 13.6% | -9.7% | -28.8% | 2.2% | 7.0%[57.1 µM] | 4.5% | -4.2% | 0.0% | 17.8%[57.1 µM]
Cc1cn2c(=O)c(C(=O)N3CCN(c4ccccc4Cl)CC3)cnc2s1 | -26.0% | -2.1% | -8.1% | -4.0% | -5.4% | -3.6% | -0.8% | 1.1% | -0.8%
COc1ccc2cc(C(=O)N3CCN(Cc4ccc5c(c4)OCO5)CC3)[nH]c2c1 | 3.0% | -24.8% | 3.0% | 14.4% | 3.9% | -6.3% | 0.8% | ? | 5.6%
CC(=O)C1=C(c2ccccc2)NC(=O)NC1c1ccc2c(c1)OCO2 (stereo not drawn) | 11.6% | -5.5% | 24.7% | 2.4% | -9.2% | 0.0% | -6.0% | 0.4% | 7.5%[57.1 µM]
COCc1c(C(=O)N2CCN(c3ccc(C(F)(F)F)cn3)CC2)oc2ccccc12 | -17.0% | -17.0% | 0.9% | 2.4% | -9.8% | -1.2% | -0.9% | -0.7% | 2.4%[57.1 µM]

In the list so far, two have fluorine:
SMILES | RGS4 inhibitor | USP1 inh | 12-LOX inh | IDH1 R132H inh | TrxR1 substrate | Vif-APOBEC3F blk | Vif-A3G inh | RXFP1 agonist | rTrxR1 inhibitor
O=C(NCc1ccc(N2CCCC2=O)cc1)C1CCC(=O)N(Cc2ccccc2F)C1 (stereo not drawn) | -5.5% | -13.4% | 129.6%[activator] | 4.1% | -6.5% | 2.3% | -2.3% | 0.7% | -4.6%
COCc1c(C(=O)N2CCN(c3ccc(C(F)(F)F)cn3)CC2)oc2ccccc12 | -17.0% | -17.0% | 0.9% | 2.4% | -9.8% | -1.2% | -0.9% | -0.7% | 2.4%[57.1 µM]

Next section
SMILES | RGS4 inhibitor | USP1 inh | 12-LOX inh | IDH1 R132H inh | TrxR1 substrate | Vif-APOBEC3F blk | Vif-A3G inh | RXFP1 agonist | rTrxR1 inhibitor
CCc1ccccc1N1CSC2=C(C#N)C(c3cc(OC)c(OC)cc3OC)CC(=O)N2C1 (stereo not drawn) | ? | -15.4% | ? | 3.7% | 1.3% | -0.1% | 0.2% | -1.2% | ?
Cc1[nH]c2ccc(Br)cc2c(=O)c1CN1CCCCCC1 | 1.6% | -5.8% | 18.6% | 2.7% | -4.7% | -3.0% | 2.8% | 1.9% | ?
Cc1ccc(C(=O)NC(=S)NCc2ccco2)cc1 | ? | -6.1% | ? | 9.2% | -21.2%[57.1 µM] | ? | -4.0% | -0.3% | -65.8%
Cc1cc(C)nc(SCCN2CCOCC2)n1 | 0.2% | -11.1% | 14.0% | -0.4% | 1.4% | -4.0% | -4.5% | 0.9% | 12.7%
CC(C)CN(CCNC(=O)c1cn(C)c2ccc(S(=O)(=O)N3CCCCCC3)cc2c1=O)CC(C)C | -6.2% | -25.9% | -29.9% | -12.1% | 0.2% | 3.5% | -1.5% | 7.7% | 12.5%
Cc1nc2sc(C(c3ccc(Cl)cc3)N3CCOCC3)c(O)n2n1 (stereo not drawn) | 9.4% | -24.2% | -15.3% | -3.9% | -4.6% | -23.8% | 1.6% | -1.9% | -1.9%
CCN(CC)CCNC(=O)CCCCCn1c(=O)[nH]c2cc(C(=O)OC)ccc2c1=O | 23.7% | 0.2% | 2.6% | -0.3% | 23.3% | -3.8% | 1.0% | 3.0% | -10.1%
COc1ccc(S(=O)(=O)NC(CCSC)C(=O)NC2CCCCC2)cc1 (stereo not drawn) | -10.8% | -12.0% | -4.1% | 6.2% | 4.7% | 8.1% | 5.9% | 1.4% | 31.5%
CCOC(=O)N1CCN(C(=O)CN(c2ccc3c(c2)OCO3)S(C)(=O)=O)CC1 | 2.6% | -1.0% | -11.0% | -5.0% | 10.9% | -14.2% | 2.4% | 0.1% | 16.7%
CCCNC(=S)Nc1c(C)n(C)n(-c2ccccc2)c1=O | 4.9% | -6.5% | -21.5% | -7.7% | 1.5%[57.1 µM] | -2.5% | 2.3% | -0.1% | 1.0%[57.1 µM]
N#CCC(=O)NNc1c([N+](=O)[O-])cc(C(F)(F)F)cc1[N+](=O)[O-] | 1.4% | -14.4% | 0.0% | 7.4% | 11.5%[57.1 µM] | 0.1% | -0.8% | -41.6%[inhibitor] | 6.6%[11.4 µM]
COc1ccc(N2CCN(C(=O)CN3C(=O)COc4ccccc43)CC2)cc1 | 11.3% | -11.9% | 1.4% | -8.2% | 1.6% | 5.9% | 3.7% | -2.7% | 16.1%
CCOc1cc(C2NC(=O)NC2=O)ccc1O (stereo not drawn) | 24.5% | -5.6% | -21.6% | -11.5% | -12.1% | 9.8% | -0.8% | -0.5% | 10.0%[57.1 µM]
O=C(c1nc[nH]c1C(=O)N1CCN(c2ccccc2)CC1)N1CCN(c2ccccc2)CC1 | 2.7% | -10.4% | 0.0% | -9.0% | 6.2%[57.1 µM] | -4.4% | 1.3% | -1.0% | 1.5%[57.1 µM]
CC(=O)Nc1ccc(NC(=O)c2ccc(NS(=O)(=O)c3cc(C(C)(C)C)ccc3C)cc2)cc1 | -36.3% | ? | -9.4% | -6.6% | 44.7% | -15.6% | 5.6% | -1.2% | 23.5%[57.1 µM]
